Source: PubChem BioAssay
S1P3 antag – antagonists of human S1P3 receptor | 0.27% of 170,000 active | inhibition, % at 4.98 µM | CHO S1P3 NFAT-BLA reporter, FRET fluorescence, antagonist mode;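 active = inhibition above the plate cutoff, the mean inhibition of test wells on that plate plus 3 SD, cut at about 28% in these data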;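 note: cells challenged with S1P at its EC80 of 0.8 µM; blue over green emission ratio from cleaved BLA substrate after 4 h stimulation; 0% = S1P-stimulated wells and 100% = unstimulated DMSO-only wells; some compounds past the cut are filed as inactive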
Target sequence (Q99500 whole entry, looked up): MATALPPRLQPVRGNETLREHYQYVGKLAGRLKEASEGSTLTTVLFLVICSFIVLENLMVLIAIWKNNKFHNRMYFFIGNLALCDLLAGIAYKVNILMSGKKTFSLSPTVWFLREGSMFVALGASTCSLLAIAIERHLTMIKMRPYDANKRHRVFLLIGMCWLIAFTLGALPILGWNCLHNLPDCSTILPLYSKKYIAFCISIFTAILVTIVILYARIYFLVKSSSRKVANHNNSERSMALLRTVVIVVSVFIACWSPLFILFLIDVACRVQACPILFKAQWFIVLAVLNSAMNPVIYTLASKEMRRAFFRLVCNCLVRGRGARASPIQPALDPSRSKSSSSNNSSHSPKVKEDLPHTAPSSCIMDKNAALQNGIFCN
The depositor's hits bear a star. Only part of the results is shown (hit frequency here may not be typical).

Compound	S1P3 antag
CCN1CCCC1CNC(=O)c1nn(-c2ccc(C)cc2)c(=O)c2c1c1ccccc1n2C (stereo not given)	12.3
COc1ccccc1C1OC2=C(Nc3ccc([N+](=O)[O-])cc3N2)C1=O (stereo not given)	-4.2
Oc1c(Cl)cc(Cl)cc1C1Nc2ccccc2-n2cccc21 (stereo not given)	-0.5
NNC(=O)c1ccc(COCC(F)(F)C(F)F)cc1	0.8
CCOC(=O)c1cc(-c2csc(COc3ccc(Cl)cc3)n2)on1	-0.6
c1csc(-c2nc3ccccc3s2)c1	-24.4
COc1cc2oc3cc(C)oc(=O)c3c2cc1OC	-11.1
COc1cccc2c1c(NC(=O)Nc1ccc(F)cc1F)nn2C	0.1
Cc1cc(C)c2c(c1)N[C@H](c1cccs1)[C@@H]1CCO[C@H]21	0.5
COc1ccc(C(=O)N/C(=C/c2cccs2)C(=O)NN)cc1OC	-3.6
O=C(CN1CCCc2ccccc21)NC(=O)NCc1ccccc1	-0.6
CC(=O)Oc1ccc(/C=C2/CCc3ccccc3C2=O)cc1	4.8
CN(C)C(=S)Nc1cccc(C(F)(F)F)c1	3.9
O=C(O)/C=C/C(=O)Nc1ccc(OC(F)(F)F)cc1Br	-1.9
S=c1[nH]nc(-c2ccc(Cl)cc2)n1/N=C/c1cccs1	6.2
C=CCN1C(=O)C(CC(=O)Nc2ccccc2F)S/C1=N\c1nccs1 (stereo not given)	-0.5
COc1cccc(C2(O)CCN(C(=O)C(C)C)CC2)c1	-16.2
O=c1[nH]c(CN2CCN(c3ncccn3)CC2)nc2c(Br)cc(Br)cc12	-13.5
CCOC(=O)c1ccccc1NC(=O)CSc1nc(N)cc(=O)[nH]1	-4.6
COc1ccc(C(=O)c2c(NC(C)=O)sc3c2CCN(C(=O)OC(C)(C)C)C3)cc1	-2.4
COc1cc2c(cc1OC)CN(C(=O)c1ccc(OC)c([N+](=O)[O-])c1)CC2	8.7
S=c1[nH]nc(CSCCOc2ccc(Cl)cc2Cl)o1	0.5
O=[N+]([O-])c1ccc(N2CCCCC2)cc1	8.1
O=[N+]([O-])C(/C=C(/Cl)[N+](=O)[O-])=C(N1CCCCC1)N1CCCCC1	3.0
OCC(O)CN1CCCC1 (stereo not given)	-10.1
Oc1c(Cl)cc(Cl)cc1C=Nc1cc(C(F)(F)F)ccc1N1CCc2ccccc2C1	5.1
Cc1cccc(N2CCN(CC(O)COc3ccc(Cl)cc3)CC2)c1 (stereo not given)	-14.8
CCOC(=O)c1c(NC(=O)C2CCCN2S(=O)(=O)c2cccc3nsnc23)sc(C)c1C (stereo not given)	37.5
O=C(NCC1CCN(S(=O)(=O)c2ccccc2)CC1)Nc1ccc(F)cc1F	-7.1
NNC(=O)CSCc1nc(-c2ccc(Cl)cc2)cs1	18.3
COc1ccc(NC(=O)CSc2nnc(-c3cccnc3)n2C)cc1	10.3
COc1ccc(-n2c(C)nc(N)c2C(=O)c2ccccc2)cc1	-10.0
CC(=O)Nc1ccc(/C=C/C(=O)c2ccccc2)cc1	-8.0
CN(c1ccccc1)S(=O)(=O)c1ccc(C(=O)NCc2cccs2)cc1	3.8
CC[C@H](C)[C@H](NC(=O)c1ccccc1)C(=O)Nc1ccc(S(=O)(=O)Nc2cc(C)nc(C)n2)cc1	-8.4
Cc1ccc(NC(=O)CSc2ncnc3ccccc23)cc1S(=O)(=O)N1CCOCC1	-1.1
CC(N)(C(=O)O)c1cccc(OCc2cccc(Cl)c2)c1 (stereo not given)	-1.6
Cc1cc(NC(=O)COC(=O)c2cccc(S(=O)(=O)N(C)C3CCCCC3)c2)no1	10.0
COc1ccccc1C1CCN(C(=O)c2cnn(-c3ccccc3)c2C)CC1	9.3
Cc1ccc(/C=C2\SC(=S)N(c3cccnc3)C2=O)o1	1.8
Cc1ccc(-n2nc(C)c(=O)c(-c3ccccc3)c2NC(=O)C(C)C)cc1	-8.9
COc1ccc(OC)c(NC(=O)N[C@H](Cc2ccccc2)C(=O)NN)c1	-3.7
CC(C)OP(=O)(c1ccc(N(C)C)cc1)C(O)c1cccnc1 (stereo not given)	-1.7
O=C1/C(=C/c2ccc(F)cc2)SC(=S)N1N1CCOCC1	10.1
CN(C)c1ccc(P(=O)(COc2ccc([N+](=O)[O-])cc2)c2ccc(N(C)C)cc2)cc1	4.7
CCOC(=O)Cc1cc(=O)c2cc(C)ccc2[nH]1	-5.3
COc1ccc(N2CCC(CNC(=S)Nc3c(C)cc(C)cc3C)C2)cc1 (stereo not given)	-1.8
CCCCCCOC(=O)c1ccc(N)cc1	-4.3
Cc1cc(C)nc(Oc2ccc(Br)cc2)n1	-4.3
Cc1ccc2cc(CCl)c(Cl)nc2c1	-8.3
CC1(C)CC2(CCO1)OC(=O)CC2C(=O)Nc1ccc(Cl)cc1[N+](=O)[O-] (stereo not given)	-10.5
CCn1c(=O)cc(SCC(=O)Nc2ccccc2N2CCN(C)CC2)c2ccccc21	11.7
C=CCN(c1ccccc1)S(=O)(=O)c1cccc(C(=O)OCC(=O)NCCOC)c1	-1.5
Cc1cc(=O)oc(C)c1C(=O)Nc1cccc(F)c1	-10.0
CCCN(CCC)C(=O)Nc1cc(Cl)ccc1OC	-10.9
CCCCC[n+]1ccn(-c2nc3ccccc3nc2[N-]S(=O)(=O)c2ccccc2)c1	0.7
N#CC(C#N)=Cc1ccccc1OCc1ccccc1	-4.8
CCOc1cccc(C(=O)Nc2ccc3oc(-c4cccnc4)nc3c2)c1	11.8
COc1ccc(C2CC(c3cccs3)=NN2C(=O)c2ccco2)cc1OC (stereo not given)	1.6
Cc1cccc(N2CN=C3SCC(=O)N3C2)c1	-0.6

Carrying on:
Compound	S1P3 antag
Cc1ccc(N2C(=O)[C@@H]3C(c4cccnc4)=NO[C@@H]3C2=O)cc1	-10.1
COc1cccc(/C=N/NC(=O)CNC(=O)CCc2ccccc2)c1O	2.5
CCOC(=O)c1nnn2c1nc(N1CCCCC1)c1ccccc12	10.7
CCCc1cc(=O)n(-c2nc3ccccc3s2)[nH]1	8.0
O=C(Nc1ccc(NC(=O)c2cccs2)cc1)c1ccc2c(c1)OCO2	7.6
O=C(CC1NCCN(Cc2ccccc2)C1=O)Nc1ccc(Cl)cc1 (stereo not given)	-7.8
C/C(=N\O)C1CC(CC(=O)O)C1(C)C (stereo not given)	-7.2
COc1ccc2c(c1)c(/C=N/Nc1nc3ccccc3[nH]1)c(C)n2C	11.1
Cc1cc(C)c(O)c(-c2n[nH]c3c2C(c2cccc(O)c2)N(Cc2ccco2)C3=O)c1 (stereo not given)	22.0
Cc1oc(C(C)(C)C)cc1C(=O)N1CCN(c2ncccc2C(F)(F)F)CC1	11.6
COc1cc(/C=C2\SC(=Nc3cccnc3)NC2=O)cc(OC)c1OC	-5.3
CC(=O)c1ccc(Sc2ccccc2N)c([N+](=O)[O-])c1	-10.7
O=S(=O)(NC1CCCCC1)c1ccc(N2CCOCC2)nc1	-6.4
Cn1c(CSCc2ccc(F)cc2)nnc1SCC(=O)Nc1cccc(C(=O)O)c1	-4.1
O=C(c1ccc2c(c1)OCO2)N1CCC(Cc2ccccc2)CC1	0.4
COc1ccc(OC)c(NC(=O)N2CCCC(C)C2)c1 (stereo not given)	-1.5
O=C(O)CNS(=O)(=O)Cc1ccccc1	-13.1
O=C(CCNC(=O)c1ccc([N+](=O)[O-])cc1)Nc1cccc(S(=O)(=O)N2CCCCC2)c1	4.6
CCN(CC)c1cc(C)c(C#N)c2nc3ccccc3n12	6.4
COc1ccc(N=Nc2cc(C)c(O)c(CN3CCCCC3)c2)cc1	-8.0
COc1ccc(-c2nn(-c3ccccc3)cc2/C=C/C(=O)O)cc1[N+](=O)[O-]	-1.7
Cc1cccc(C)c1NC(=O)NNC(=O)c1cc(C(C)(C)C)nn1Cc1ccccc1	4.4
CSc1cccc(NC(N)=O)c1	10.4
Cc1ccc2c(c1)C1CN(C)CCC1N2C(=S)NC(=O)c1ccc(Cl)cc1Cl (stereo not given)	-14.4
COc1cc(/C=C(\C#N)c2ccccn2)cc(OC)c1O	-9.8
Nc1ccc(C(=O)Nc2ccc(Nc3ccncc3)cc2)cc1	-12.6
O=C(Nc1ccc(F)cc1)/C(=C1/CCCCCN1)[N+](=O)[O-]	-2.7
Cc1cccc(C(=O)Nc2ccc(N3CCN(c4ccc(C(F)(F)F)cn4)CC3)nc2)c1	10.9
c1ccc(C2c3[nH]c4ccccc4c3CCN2Cc2cccn2-c2ccccn2)nc1 (stereo not given)	-5.2
N#CC1CCCc2c1[nH]c1ccc([N+](=O)[O-])cc21 (stereo not given)	14.7

Fetched by compound from above (two):
Compound	S1P3 antag
CC(=O)c1ccc(Sc2ccccc2N)c([N+](=O)[O-])c1	-10.7
Cc1oc(C(C)(C)C)cc1C(=O)N1CCN(c2ncccc2C(F)(F)F)CC1	11.6

Going on with the list.
Compound	S1P3 antag
COC(=O)c1ccc(Nc2cc(C)nc3ccccc23)cc1	-6.8
C/C(=N\NC(N)=S)c1ccc(-n2ccnc2)cc1	15.9
CC1=NNC(=O)C1CC(=O)N/N=C/C(Br)=C/c1ccccc1 (stereo not given)	0.4
CCOC(=O)C(=NC1CCS(=O)(=O)C1)NNc1ccccc1Cl (stereo not given)	22.3
Cn1cncc1C(=O)c1ccccc1	-9.9
COc1ccc2c3c([nH]c2c1)C1CC2C(CC(O)C(OC)C2C(=O)O)CN1CC3 (stereo not given)	-8.9
COCCN(CCOC)c1ncnc2c1cnn2-c1ccccc1	15.6
Cc1noc(C)c1C(=O)NNc1ccc(C(C)C)cc1	2.2
COc1cccc(/C=N/NC(=O)CNC(=O)c2cccs2)c1O	-1.0
CC(=O)Nc1cccc(-c2nn[nH]n2)c1	-72.5
CCOc1ccc(NC(=O)N[C@@H](Cc2ccccc2)C(=O)O)cc1	-12.1
CC1CC(C)(C)N2C(=O)C(=C(C#N)C#N)c3cccc1c32 (stereo not given)	1.3
CC1=NN(c2ccccc2)C(=O)/C1=C\c1sccc1C	-17.2
CNC(=O)/C(C#N)=C1/SC(Cc2ccc(F)cc2)C(=O)N1c1ccccc1 (stereo not given)	-10.7
O=[N+]([O-])c1cnc(Sc2ccncn2)s1	11.4
Cc1nn(-c2cc(C(F)(F)F)ccn2)c(=O)o1	4.8
CCOC(=O)C1=C(N)N2C(=O)C(C)SC2=C(C(=O)OCC)C1c1cc(OC)c(OC)c(OC)c1 (stereo not given)	-4.8
COc1ccccc1CCc1nnc(CCC(=O)NC(C)Cc2cccc(C)n2)o1 (stereo not given)	-4.5
CCOC(=O)NC(=O)c1cn(Nc2ccccc2)c(=O)[nH]c1=O	-2.6
CC1CC(O)C(C)CN1 (stereo not given)	-16.3
C=CCN1CC(C(=O)N2CCC(Cc3ccc(Cl)cc3)(C(=O)OCC)CC2)CC1=O (stereo not given)	4.3
O=C(N=Nc1c(O)n(Cc2ccccc2)c2ccccc12)c1ccncc1	-2.8
O=C(NCc1csc(-c2cccs2)n1)c1ccccc1	-1.8
CNC(=S)N1N=C(c2ccc(OC)cc2)CC1c1ccccc1Cl (stereo not given)	19.3
Cc1onc(-c2c(Cl)cccc2Cl)c1C(=O)O/N=C(\C#N)c1c(Cl)cccc1Cl	-7.3
COc1ccc(CCNCC(O)Cn2ccc3ccccc32)cc1OC (stereo not given)	-2.0
Cn1nccc1NC(=O)CSCC(=O)O	-11.1
COc1ccc(C(=O)Nc2c(C(C)(C)C)nn(C)c2C(C)(C)C)cc1	-0.1
Nc1ccc2nc(Cc3ccccc3)[nH]c2c1	3.9
Cc1ccc(S(=O)(=O)N2CCOCC2)cc1NC(=O)CNCc1cccnc1	-8.4

Copied from the list:
`CC1(C)CC2(CCO1)OC(=O)CC2C(=O)Nc1ccc(Cl)cc1[N+](=O)[O-]` (stereo not given) – S1P3 antag: -10.5
`C=CCN(c1ccccc1)S(=O)(=O)c1cccc(C(=O)OCC(=O)NCCOC)c1` – S1P3 antag: -1.5
`COc1ccc2c3c([nH]c2c1)C1CC2C(CC(O)C(OC)C2C(=O)O)CN1CC3` (stereo not given) – S1P3 antag: -8.9
`CCOC(=O)Cc1cc(=O)c2cc(C)ccc2[nH]1` – S1P3 antag: -5.3
`Cc1cc(C)c2c(c1)N[C@H](c1cccs1)[C@@H]1CCO[C@H]21` – S1P3 antag: 0.5
`COc1ccccc1C1CCN(C(=O)c2cnn(-c3ccccc3)c2C)CC1` – S1P3 antag: 9.3

Remaining list, next part:
Compound	S1P3 antag
Cc1ccccc1Nc1ncnc2c1cnn2Cc1ccccc1	-2.1
O=C(Nc1ccc2oc(=O)ccc2c1)c1ccc(-c2cccc(Cl)c2)o1	3.9
COc1ccc(N2CCCC2=N)c(OC)c1	-0.9
CCSc1ncc(Cl)c(C(=O)Nc2cc(C)ccc2C)n1	7.5
Oc1cccc(Nc2nc(O)c(/C=C3\C=Nc4ccccc43)s2)c1	0.2
Cc1cc(C)n(-c2n[nH]c(=O)c3ccccc23)n1	3.6
Cn1cccc1/C=C(\C#N)C(N)=S	-9.4
CCCc1nc2c([nH]1)c(=O)n(C)c(=O)n2C	1.9
N#Cc1cc2c([nH]c1=O)CCCC2	-7.8
O=C1Nc2ccc3sc4ccccc4c3c2C1=O	1.6
Nc1nc(NCCN2CCOCC2)nc(NCc2ccccc2)c1[N+](=O)[O-]	-14.0
Cc1[nH]c2ccc(F)cc2c1CCN1C(=O)OC(C)(C)C1(C)O (stereo not given)	-15.3
CCc1ccc(S(=O)(=O)NCC(O)COc2ccc(OC)cc2)cc1 (stereo not given)	11.9
CC(=O)Nc1ccc(NC(=O)CSc2ccc([N+](=O)[O-])cn2)cc1	2.6
N#CC(C#N)=C1NC2(CCCCC2)Cc2ccccc21	-14.1
O=C(/C=C/c1cccc(F)c1)N1CCN(c2ccccn2)CC1	4.9
O=C1CC(c2ccsc2)Sc2ccccc2N1 (stereo not given)	-5.2
COc1cc(/C=C2/C(=O)N(c3ccc([N+](=O)[O-])cc3)N=C2N2CCOCC2)ccc1O	-6.3
CC(=O)c1ccc(C(=O)Nc2nnc(-c3ccc(Cl)cc3)o2)cc1	2.4
